Assay outcomes: PubChem, The Scripps Research Institute Molecular Screening Center
LYPLA2 counter – blocks human lysophospholipase 2, a PME1 counter-screen; O95372; recombinant LYPLA2, FP-Rh probe fluorescence polarization; inhibition, % at 5.9 µM; hit rate 0.38% among 320,000; AID 2177;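 active means inhibition above the screen-wide mean plus 3 SD, limit set per campaign, cut at about 26% in these data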;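 further: 0% = LYPLA2 with DMSO and 100% = wells lacking LYPLA2 enzyme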
Target sequence (O95372 whole entry, looked up): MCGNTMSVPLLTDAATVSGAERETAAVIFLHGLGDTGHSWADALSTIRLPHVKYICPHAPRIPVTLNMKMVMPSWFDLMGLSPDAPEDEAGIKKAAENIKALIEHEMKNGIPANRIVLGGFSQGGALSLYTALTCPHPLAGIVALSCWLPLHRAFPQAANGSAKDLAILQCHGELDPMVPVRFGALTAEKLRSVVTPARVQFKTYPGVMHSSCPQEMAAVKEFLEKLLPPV
PAFAH1B3 inh – PAFAH1B3 (human) inhibition; AID 492972; hit rate 0.28% among 340,000; inhibition, % at 3.39 µM; recombinant PAFAH1B3, FP-rhodamine probe, fluorescence polarization;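 active means inhibition above the screen-wide average of all tested compounds plus 3 SD, cut at about 25% in these data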;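 further: 0% = enzyme with DMSO only and 100% = wells lacking PAFAH1B3 protein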
Target sequence (Q15102 whole entry, looked up): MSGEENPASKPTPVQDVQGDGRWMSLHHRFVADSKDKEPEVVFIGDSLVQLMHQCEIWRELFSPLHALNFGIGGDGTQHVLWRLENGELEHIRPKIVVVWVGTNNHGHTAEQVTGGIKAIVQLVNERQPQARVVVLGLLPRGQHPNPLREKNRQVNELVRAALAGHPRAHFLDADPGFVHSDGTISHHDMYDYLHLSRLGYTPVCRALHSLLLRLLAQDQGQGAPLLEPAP
PREPL inhibitor – inhibits the human prolyl oligopeptidase-like enzyme; recombinant PREPL, fluorescence polarization activity-based probe; Q4J6C6; hit rate 0.68% among 320,000; inhibition, % at 5.96 µM; in the data active means inhibition above about 43%;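 further: 0% = enzyme with DMSO and 100% = wells lacking enzyme; many of its hits are not listed in these tables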
PAFAH2 FP inh – PAFAH2 (human) inhibition; inhibition, % at 3.39 µM; recombinant PAFAH2, FP-rhodamine activity probe, fluorescence polarization; hit rate 0.99% among 340,000;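 active means inhibition above the mean over all tested compounds plus 3 SD, cut at about 30% in these data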;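 further: inhibitors block probe labeling of enzyme so polarization drops; 0% = enzyme with DMSO and 100% = wells lacking PAFAH2 protein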
PAD4 inh – PAD4 (human) enzyme inhibition. Q9UM07. recombinant PAD4, RCA probe fluorescence polarization. inhibition, % at 6.36 µM. hit rate 0.41% among 330,000;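 active means percent inhibition above a cutoff equal to the mean of all tested compounds plus 3 SD, cut at about 15% in these data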;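 further: 0% = PAD4 with RCA probe and DMSO and 100% = probe without PAD4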
PAFAH1B2 FP inh – blocks human PAF acetylhydrolase 1b catalytic subunit 2 | P68402 | recombinant PAFAH1B2, FP-rhodamine activity probe, fluorescence polarization | inhibition, % at 3.39 µM | hit rate 1.2% among 340,000;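 active means inhibition above the mean of all tested compounds plus 3 SD, cut at about 24% in these data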;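 further: 0% = enzyme with DMSO and 100% = wells lacking PAFAH1B2; many of its hits are not listed in these tables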
Target sequence (P68402 whole entry, looked up): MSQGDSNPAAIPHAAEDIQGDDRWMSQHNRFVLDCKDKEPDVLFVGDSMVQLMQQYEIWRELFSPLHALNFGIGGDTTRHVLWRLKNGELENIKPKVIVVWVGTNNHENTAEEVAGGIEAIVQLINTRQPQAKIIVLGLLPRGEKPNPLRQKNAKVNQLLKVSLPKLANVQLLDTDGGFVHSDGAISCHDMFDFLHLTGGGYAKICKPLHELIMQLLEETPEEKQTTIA
GSTO1 counter – blocks human GSTO1 in RBBP9 counter-screen; AID 1974; recombinant GSTO1, activity-based probe fluorescence polarization; P78417; hit rate 1.1% among 300,000; inhibition, % at 5.96 µM;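 active means inhibition above the campaign mean inhibition plus 3 SD, cut at about 35% in these data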;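 further: 0% = GSTO1-1 with DMSO and 100% = wells lacking GSTO1-1 enzyme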
pPAFAH inh – pPAFAH (human) enzyme inhibition. Q13093. recombinant pPAFAH, FP-rhodamine probe fluorescence polarization. inhibition, % at 3.39 µM. hit rate 1.5% among 330,000;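 active means inhibition above the mean inhibition across the screen plus 3 SD, cut at about 25% in these data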;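 further: inhibitors block binding of the rhodamine activity-based probe so polarization drops; 0% = enzyme with DMSO and 100% = wells lacking pPAFAH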
LYPLA1 inh – counter-screen for PME1 inhibitors: inhibitors of human LYPLA1; hit rate 0.16% among 320,000; inhibition, % at 5.9 µM; recombinant LYPLA1, FP-Rh probe fluorescence polarization; O75608;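 active means inhibition above the mean of all tested compounds plus 3 SD, set per campaign, cut at about 14% in these data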;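 further: inhibitors block serine hydrolase probe labeling of LYPLA1 so polarization falls; 0% = enzyme with DMSO and 100% = wells lacking LYPLA1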
Target sequence (O75608 whole entry, looked up): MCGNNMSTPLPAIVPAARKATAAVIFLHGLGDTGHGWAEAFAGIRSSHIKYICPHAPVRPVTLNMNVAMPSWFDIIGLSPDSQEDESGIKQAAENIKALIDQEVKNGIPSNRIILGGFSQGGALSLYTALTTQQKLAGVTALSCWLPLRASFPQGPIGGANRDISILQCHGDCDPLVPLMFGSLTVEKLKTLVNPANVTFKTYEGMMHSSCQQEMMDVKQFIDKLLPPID
Numbers without * were called inactive; . = no result given.

Compound	LYPLA2 counter	PAFAH1B3 inh	PREPL inhibitor	PAFAH2 FP inh	PAD4 inh	PAFAH1B2 FP inh	GSTO1 counter	pPAFAH inh	LYPLA1 inh
Cc1onc(-c2ccccc2)c1-c1ccc(S(N)(=O)=O)cc1	6	0	9	1	0	3	4	2	-2
Cn1c(CSc2nc3ccc(Br)cc3[nH]2)nc2ccccc21	-2	-12	-44	-2	-4	-4	-3	-9	-6
COC(=O)CSc1nc(N)c(C#N)c(-c2ccc(O)cc2)c1C#N	3	3	13	1	-2	-5	-36	1	4
CCC(NC(=O)Cc1c(C)c2ccc(OC)c(C)c2oc1=O)C(=O)NC(Cc1ccc(Cl)cc1)C(=O)O (centres undefined)	9	5	5	6	0	24	9	5	3
c1ccc2c(N3CCOCC3)nc(-c3ccncc3)nc2c1	2	-3	0	1	0	-6	1	0	-2
Cc1ccc(OCC(=O)O/N=C(\N)c2ccccn2)cc1C	7	.	17	.	2	.	4	7	1
Cc1ccc(C(=O)N/C(=C/c2cccs2)C(=O)NCC2CCCO2)cc1 (centres undefined)	-8	7	5	3	-14	6	2	-4	1
CC1C2CC(C(CN(C)C)/C2=N/O)C1(C)C (centres undefined)	3	-1	-10	5	-2	0	3	5	3
Cn1c(Cc2cccs2)nnc1SCC(=O)N1CCCc2ccccc21	1	7	5	-3	-1	7	2	-1	1
CCCCc1n(CC(=O)c2ccc(Cl)cc2)c2ccccc2[n+]1C	-4	2	9	-3	-1	-3	5	-1	2
CC(=O)Oc1ccc(N2C(=O)c3cccc4c([N+](=O)[O-])ccc(c34)C2=O)cc1	2	10	2	-1	-2	6	-12	0	4
O=C(Cc1cccs1)NCc1ccccc1	0	2	-1	12	1	-2	12	-2	-4
CC(=O)N1CCN(C(=O)c2cc(=O)c3ccccc3o2)CC1	-1	0	0	7	-1	-4	-1	6	-2
Cc1ccc2nsnc2c1S(=O)(=O)N(Cc1ccco1)Cc1cc2cccc(C)c2[nH]c1=O	-1	6	8	-1	1	2	0	5	-2
O=C(CN1CCCCCC1)Nc1cccc([N+](=O)[O-])c1	-4	-1	2	1	-5	-1	0	3	-3
CCC(=O)c1ccc(OCC(O)CN2CCN(S(=O)(=O)N3CCCCC3)CC2)cc1 (centres undefined)	7	3	1	0	-1	0	6	8	1
Cc1ccc2nc(-c3cccc(SC4CCCCC4)c3)c(NC3CCCCC3)n2c1	.	10	12	3	-3	7	.	1	.
COc1ccc(CCN2CC(C(=O)NCC3(O)CCCCC3)CCC2=O)cc1 (centres undefined)	5	1	5	1	1	-1	4	-9	1
Cc1nc2nc[nH]n2c(=O)c1NC(=O)c1c(-c2ccccc2Cl)noc1C	-4	-4	2	4	4	2	-5	0	-2
CCC(C(=O)OCC(=O)Nc1ccc(OC)cc1OC)c1ccccc1 (centres undefined)	-2	-3	16	0	-4	11	9	4	-3

Going on with the list:
Compound	LYPLA2 counter	PAFAH1B3 inh	PREPL inhibitor	PAFAH2 FP inh	PAD4 inh	PAFAH1B2 FP inh	GSTO1 counter	pPAFAH inh	LYPLA1 inh
CC12CCC(c3c(C(=O)O)nn(-c4ccccc4)c31)C2(C)C (centres undefined)	5	5	1	3	7	7	4	-3	2
Cn1c(N)c(C(=O)Nc2ccccc2)c(=O)[nH]c1=O	-12	.	0	.	-4	.	1	3	-3
COc1ccccc1C1C(C(N)=O)=C(C)Nc2nc(-c3ccccc3Cl)nn21 (centres undefined)	-5	4	0	3	-1	4	-5	4	2
Cc1ccc(C(=O)N/C(=C\c2ccco2)C(=O)NCCN2CCOCC2)cc1C	2	-7	2	-1	-5	-1	0	-7	0
O=C(N=C1SC2CS(=O)(=O)CC2N1c1cccc(Cl)c1)C1CCCO1 (centres undefined)	-1	-1	-3	-2	0	3	3	6	-1
CC(=O)N1CCc2cc(S(=O)(=O)NCCC(=O)NC3CCCc4ccccc43)ccc21 (centres undefined)	0	5	2	-2	6	5	10	4	-4
Cc1cccc(NC(=O)Nc2cc(C)on2)c1	1	5	16	2	5	6	-6	-3	-1
COc1cccc(NC(=S)Nc2cc(C(=O)O)ccc2N2CC3CC(C2)c2cccc(=O)n2C3)c1 (centres undefined)	8	7	18	5	-4	10	5	20	7
Cc1cc([N+](=O)[O-])nn1CC(=O)Nc1cccc2nonc12	4	-3	11	8	-4	0	12	9	0
CCOC(=O)Cn1cc(C(=O)C(=O)N2CCOCC2)c2ccccc21	1	14	0	-1	-5	2	5	1	3
CCC(=O)Nc1cc(C(=O)OCC(=O)c2ccccc2Cl)ccc1C	-6	5	-2	42*	2	10	4	-2	-5
O=C(NC(=S)Nc1ccccn1)c1ccccc1	-1	7	15	-2	-4	4	-10	-4	-1
CCOC(=O)Nc1cc(C)c(Cl)cc1OC	3	5	-2	0	-1	0	1	-1	-4
c1cncc(-c2nc3ccccc3[nH]2)c1	3	10	-6	4	4	7	4	2	-1
O=c1c2ccccc2nc2n1CCC2	-3	-1	14	7	6	2	4	0	0
COC(=O)[C@@H](Cc1c[nH]c2ccccc12)NC(=O)c1cc(=O)[nH]c2ccccc12	7	4	11	5	-2	9	10	1	5
COc1ccc2nc3ccccc3nc2c1N	-1	4	28	20	25*	8	60*	24	-1
Cc1cccc(C)c1NC(=O)C(=O)c1cn(C)c2ccccc12	2	5	6	1	-5	-3	12	0	-2
CCOC(=O)c1c(CSc2ccccc2)n(C)c2ccc(O)c(CN3CCN(C)CC3)c12	2	-2	4	3	2	-1	14	9	-1
CN(CC(=O)Nc1ccc(Cl)c(C(F)(F)F)c1)C(=O)CCN1C(=O)C2CCCCC2C1=O (centres undefined)	2	5	18	1	-1	1	5	9	-1

Continuation.
Compound	LYPLA2 counter	PAFAH1B3 inh	PREPL inhibitor	PAFAH2 FP inh	PAD4 inh	PAFAH1B2 FP inh	GSTO1 counter	pPAFAH inh	LYPLA1 inh
CCO/C=C1\SC(=S)N(c2ccc(Cl)cc2)C1=O	-51	-42	-28	-53	-40	-25	-62	-20	-25
COc1ccc(NCC(O)COc2ccc(C(C)(C)C)cc2)cc1 (centres undefined)	16	8	15	0	3	27*	14	12	0
Cc1ccc(CNc2nc(Cl)c(C#N)s2)cc1	2	-2	-1	-5	1	6	6	3	1
Cc1ccc(S(=O)(=O)Nc2ccc(C(OC(=O)c3ccccc3[N+](=O)[O-])(C(F)(F)F)C(F)(F)F)cc2)cc1	-12	-4	-4	4	1	-2	-6	13	-8
COc1cccc(/C=C/c2[nH]c(=O)[nH]c(=O)c2[N+](=O)[O-])c1O	2	-4	1	-7	4	3	36*	5	-1
OCCNc1cnc2ccccc2n1	-3	5	7	2	-9	2	-1	-4	2
CN1C(=O)CSc2ccc(NC(=O)N3CCC(N4CCCCC4)CC3)cc21	-3	1	30	-2	3	3	-2	0	-2
Cc1noc(C)c1COC(=O)C1CCN(C(=O)c2ccc(Cl)cc2)CC1	4	4	-8	-4	-3	1	-6	6	2
COc1ccc(/C=N/NC(=O)COc2ccccc2-c2ccccc2)cc1	1	8	-13	7	0	0	-12	13	-4
Nc1nc(NCc2ccco2)nc(N2CCCCCC2)c1[N+](=O)[O-]	-8	0	9	5	-13	0	1	5	-2
O=C(c1cnc2n(c1=O)CCS2)N1CCN(c2ccc(Cl)c(Cl)c2)CC1	1	8	-13	-4	0	1	-3	-2	-2
O=C(Nc1oc2ccccc2c(=O)c1-c1ccc(Br)cc1)c1ccco1	1	2	-8	-10	-6	-4	-13	18	0
CC(OC(=O)Cc1c[nH]c2ccccc12)C(=O)Nc1ccccc1F (centres undefined)	2	13	-6	2	-3	6	-6	3	-1
O=C(Cc1csc(NC(=O)Nc2cccc(Cl)c2)n1)NCc1ccccn1	0	5	-8	0	7	-4	-10	6	-8
O=C(NCCc1ccc(F)cc1)C1CCN(C(=O)Nc2ccccc2)CC1	0	7	2	-3	0	2	.	4	-2
O=[N+]([O-])c1ccc(-c2c[nH]c(=S)[nH]2)cc1	2	3	15	0	-3	0	8	21	-2
COc1ccc(NS(=O)(=O)c2cc(N)ccc2N2CCCC2)cc1	.	-3	29	8	1	3	.	14	.
CCOc1ccc(N(CC(=O)NC2CC3CCC2C3)S(=O)(=O)c2ccccc2)cc1 (centres undefined)	2	1	0	8	2	0	1	4	0
CCOc1ccc(/C(O)=C2/C(=O)C(=O)N(CCN(CC)CC)C2c2ccco2)cc1 (centres undefined)	6	12	-3	-5	6	9	5	1	-1
O=C(CCn1cccc1)N1CCc2ccccc21	0	1	14	12	-4	-2	2	2	0

(next part)
Compound	LYPLA2 counter	PAFAH1B3 inh	PREPL inhibitor	PAFAH2 FP inh	PAD4 inh	PAFAH1B2 FP inh	GSTO1 counter	pPAFAH inh	LYPLA1 inh
Cn1c(SCC(=O)NC2CC2)nnc1-c1ccco1	5	10	10	0	-3	4	1	4	2
O=C(CCS(=O)(=O)c1cccc2nsnc12)N1CCN(C(=O)c2ccco2)CC1	10	2	6	-4	-1	-2	3	3	1
Cc1ccc(N(C(=O)c2csnn2)C(C(=O)NC2CCCCC2)c2cccnc2)cc1 (centres undefined)	6	6	0	-7	-1	4	1	3	5
CCOC1CC(C)(C)NC(=S)N1 (centres undefined)	-2	8	-3	-6	0	2	2	5	0
Cc1ccccc1-c1nnn(C/C(N)=N/O)n1	0	6	0	-1	-2	4	0	3	1
CCC(=O)n1nc(-c2ccco2)nc1N	2	6	-5	-2	4	4	9	1	-4
COc1ccc(C2c3ccc4ccccc4c3Oc3ncn(Cc4ccco4)c(=N)c32)cc1OC (centres undefined)	-11	0	2	-1	2	0	-10	-2	-11
N#CC(C#N)=C1C=CC=CN1/C(=C\c1ccccc1)C(=O)c1cccs1	-2	6	4	3	-3	3	9	2	-4

Only part of the results is shown (hit frequency here may not be typical).
